High-throughput results as filed in PubChem.
Lamin A splicing: modulators of lamin A splicing; 200,000 compounds, 0.01% hits; Potency, µM (top dose mostly 46.1 µM), for inactives: top-dose ratio change, negative = inhibition, usual class: inhibitors; HeLa LMNA splicing GFP/RFP minigene ratio, 48 h; active = well fitted inhibition curve with a large enough effect in the signal ratio, with a control signal flat, not every such curve was filed as active; inconclusive = small, poorly fitted or top-dose-only effect, or effect the other way, or a change in a side signal; the % refers to the signal ratio; note: potency is the fitted concentration of half-maximal effect; % is set by controls: 0 for no effect and ±100 for the full control effect
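Read-out is the ratio of GFP to DsRed2 object intensity, acquired by 488 nm laser-scanning cytometry on HeLa lamin A-EGFP minigene reporter cells. Compound incubation 48 hrs at 37 °C in Opti-MEM with 2% FBS; DMSO 0.5% final.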
NPSR antagonist: blocks cAMP signaling of the human neuropeptide S receptor; Q6W5P4; CHO-NPSR cells, cAMP TR-FRET, antagonist mode; Potency, µM (series often up to 38.3 µM), for the others: at the top dose activity change, negative = inhibition, hits mostly inhibitors; 220,000 compounds, 1% hits; note: potency is the fitted concentration of half-maximal effect; % is set by controls: 0 for no effect and ±100 for the full control effect; nearly all actives have a fitted effect of over 50% in size; many of its hits are not listed in these tables
Target sequence (Q6W5P4 whole entry, looked up): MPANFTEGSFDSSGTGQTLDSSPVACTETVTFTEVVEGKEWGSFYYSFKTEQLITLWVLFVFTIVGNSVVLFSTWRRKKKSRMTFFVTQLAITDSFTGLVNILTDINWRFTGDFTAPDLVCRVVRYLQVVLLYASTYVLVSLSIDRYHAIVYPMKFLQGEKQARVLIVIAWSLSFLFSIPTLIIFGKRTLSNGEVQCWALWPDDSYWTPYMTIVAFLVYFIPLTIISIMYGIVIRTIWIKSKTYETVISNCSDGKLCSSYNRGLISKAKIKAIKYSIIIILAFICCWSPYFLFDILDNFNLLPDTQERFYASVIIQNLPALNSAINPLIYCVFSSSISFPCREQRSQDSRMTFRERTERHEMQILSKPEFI
GLA spleen mod: inhibits or activates alpha-galactosidase in human spleen homogenate | P06280 | human spleen homogenate, 4MU-alpha-Gal fluorescence, 40 min | Potency, µM (series often up to 80 µM), inactives show at the highest dose activity change, negative = inhibition, hits mostly inhibitors | 240,000 compounds, 0.008% hits | AID 2107;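 note: potency is the fitted concentration of half-maximal effect; 0% = enzyme with vehicle and -100% = no enzyme basal signal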
Target sequence (P06280 32-429 limits assumed): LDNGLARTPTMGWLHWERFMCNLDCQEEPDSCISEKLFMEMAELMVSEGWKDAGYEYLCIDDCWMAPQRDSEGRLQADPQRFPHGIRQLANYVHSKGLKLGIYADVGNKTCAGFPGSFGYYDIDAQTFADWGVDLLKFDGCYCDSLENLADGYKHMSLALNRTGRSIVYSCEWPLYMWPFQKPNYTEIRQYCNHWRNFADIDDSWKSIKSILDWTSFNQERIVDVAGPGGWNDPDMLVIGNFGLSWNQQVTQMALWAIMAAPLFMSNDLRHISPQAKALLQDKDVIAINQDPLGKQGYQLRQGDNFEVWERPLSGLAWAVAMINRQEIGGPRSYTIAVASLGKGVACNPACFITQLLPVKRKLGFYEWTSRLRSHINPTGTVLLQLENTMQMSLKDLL
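Inhibition or activation of alpha-galactosidase in human spleen homogenate is scored by 4-MU fluorescence after 40 min at 37C, pH 5.0, with 1 mM substrate. AC50s come from concentration-response fitted to the Hill equation.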
CBFb-RUNX1 inh: blocks binding between human CBF-beta and RUNX1. Q01196+Q13951. AlphaScreen CBFb-His/RUNX1-biotin binding, biochemical. Potency, µM (top dose mostly 59.8 µM), without a hit: at the top dose activity, negative = inhibition, actives largely listed as inhibitors. 230,000 tested, under 10 active; note: % of control where 0% means no effect
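Room-temperature protein-protein interaction test with 30 nM each of His-tagged CBF-beta and biotinylated RUNX1, 15 min with compound, then 90 min with nickel plus streptavidin beads. Signal read in AlphaScreen mode.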
Epigenetic reg: epigenetic control regulation, reporter derepression; murine LDR cells, GFP reporter derepression, 30 h; Potency, µM (titrated, usually from 53.9 µM), for the others: top-dose GFP activation, most hits filed as activators; 280,000 compounds, 0.2% hits; AID 1865; note: potency is the fitted concentration of half-maximal effect; % of control where 0% means no effect; nearly all actives have a fitted effect of over 60% in size
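In this reporter-derepression format, murine cells bearing a silenced integrated CMV-GFP locus incubate with test compound (30 h, 37 C), then are washed and imaged; fluorescent objects of 20–120 um count as induced cells.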
IMPase Li inh: IMPase inhibition in cells with lithium potentiation; Potency, µM (highest dose often 59.4 µM), inactives show at the highest dose activity, negative = IMPase inhibition, hits mostly inhibitors; AID 1457; CHO-M1 cells, IP1 TR-FRET (IP-One), carbachol + lithium; 210,000 compounds, 0.35% hits;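 note: IP1 builds up when IMPase is blocked and the TR-FRET signal falls; potency is the fitted concentration of half-maximal effect; plate controls were basal vehicle for no effect and high inhibitor control for full effect; nearly all actives have a fitted effect of over 50% in size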
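Concentration–response in CHO-M1 cells, lithium-potentiated; 30 min at 37C. IP1 detected by competitive TR-FRET after 10 min lysis at RT. Hill-fitted AC50.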
Luc counter: blocks Kinase-Glo luciferase, a counter-screen artifact. Kinase-Glo luciferase, ATP luminescence, 8 min. Potency, µM (highest dose often 38.3 µM), for the others: at the highest dose activity change, negative = inhibition, hits mostly inhibitors. 200,000 compounds, 0.28% hits; note: potency is the fitted concentration of half-maximal effect; % is set by controls: 0 for no effect and ±100 for the full control effect; nearly all actives have a fitted effect of over 60% in size
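Luminescence was the read-out, taken after 8-minute incubation at ambient temperature. Luciferase turned over luciferin with 10 uM ATP in imidazole pH 7.2 buffer containing KCl, MgCl2, Tween 20 and BSA.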
* hit, by the source's call; ? = inconclusive; / = no result given; [ ] = another dose, or the depositor's remark. Unless noted, calls come from the whole dose curve; as a rule, active = well fitted curve in the direction sought with a large enough effect; inconclusive = small, poorly fitted or top-dose-only effect, or another doubt; inactive = no such curve, though single readings can be large; an effect the other way counts as inactive or inconclusive. Only part of the results is shown. The share of hits here may be higher or lower than overall.

SMILES	Lamin A splicing	NPSR antagonist	GLA spleen mod	CBFb-RUNX1 inh	Epigenetic reg	IMPase Li inh	Luc counter
COc1ccc2cc3cc(C(=O)NCC4COc5ccccc5O4)oc3nc2c1 (centres undefined)	0%	-8%[46.1 µM]	?	3%	0.0%	-15%[38.3 µM]	-6%
O=C(NCc1cccs1)C1CCCN(S(=O)(=O)c2ccc3c(c2)OCO3)C1 (centres undefined)	3%	-12%[46.1 µM]	6%	1%	-5.3%	/	/
CC(C)OC(=O)CCCCCN1C(=O)CSC1=S	-8%	-6%[46.1 µM]	-1%	8%	1.8%	0%	5%
CC(C)(C)OC(=O)N[C@@H](Cc1ccccc1)c1nnc(SCC(N)=O)o1	/	-11%	-2%	8%	0.1%	/	/
CSc1cccc(NC(=O)c2cnccn2)c1	3%	3%[46.1 µM]	13%	1%	-1.0%	19%[38.3 µM]	-5%
CCN1/C(=C\C=C(C(C)=O)C(C)=O)Sc2ccccc21	/	-18%	1%	-7%	1.2%	9%	-1%
S=C(NCCCN1CCOCC1)Nc1cccc(Cl)c1	16%[46 µM]	-1%	-7%	1%	-0.1%	4%	-2%
COCCNC(=S)NCc1ccc2[nH]c3c(c2c1)CCCC3	-5%[9.22 µM]	-5%	3%	-10%	-3.3%	11%	11%
CN(CC(=O)Nc1ccc(F)c(F)c1F)c1ncnc2sccc12	14%[46 µM]	-5%	0%	4%	-2.0%	3%	0%
CCOc1ccccc1NC(=O)CCc1ccc(C)o1	1%	-8%[46.1 µM]	?	-6%	0.0%	24%[38.3 µM]	0%
COC(=O)CSc1nc2ccc(NC(=O)CSc3nnnn3Cc3ccccc3)cc2s1	-3%	?	6%	-4%	?	21%[38.3 µM]	-2%
COc1ccc(-n2nnc3c(SCC(=O)Nc4ccc5c(c4)OCCO5)ncnc32)cc1	-6%	-10%[46.1 µM]	11%	-2%	7.5%	4%[38.3 µM]	-9%
CCOC(=O)C(Cc1cc(C(C)=O)ccc1OCC)C(=O)OCC	5%	-4%[46.1 µM]	3%	10%	-2.1%	32%[activator][38.3 µM]	4%
CC1C(=O)N(c2ccc(S(=O)(=O)N(C)C)cc2)C1(/C=C/c1ccccc1)C(=O)NC1CCCC1 (centres undefined)	-7%	-12%	-8%	3%	3.2%	-4%	0%
Cc1ccc(CSc2ccc(-c3ccc4c(c3)OCO4)nn2)cc1	-9%	2%	0%	3%	-1.9%	-23%	5%
CN(C(=O)CSc1ncnc2sc(-c3ccccc3)cc12)C1CCS(=O)(=O)C1 (centres undefined)	/	-25%	11%	-6%	1.1%	5%	0%
Cn1c(C(=O)NC2CCCCCC2)cc2c(=O)n(C)c3ccccc3c21	7%	-27%[46.1 µM]	-1%	0%	7.8%	-6%[38.3 µM]	-3%
CN(C)c1nc(NCc2ccccc2)nc(N/N=C/c2ccc3c(c2)OCO3)n1	?	-20%	7%	7%	5.7%	5%	1%
Cn1cccc1C(=S)N=P(C1CCCCC1)(N1CCOCC1)N1CCOCC1	2%	-6%[46.1 µM]	-3%	-7%	0.0%	-1%[38.3 µM]	1%
COC(=O)C1CCCCN1C(=O)CCc1nnc(CCc2c[nH]c3ccccc23)o1 (centres undefined)	?	2%	-1%	-1%	-1.3%	16%	2%
CC(=O)NCCOc1nc(N(C)C)nc(N2CCOCC2)n1	6%	8%[46.1 µM]	8%	3%	6.5%	7%[38.3 µM]	-2%
O=C(C(c1ccccc1)c1ccccc1)N1CC[C@@]2(O)CCCC[C@H]2C1	/	-7%	3%	2%	-7.7%	/	/
CCOC(=O)CCc1nc2ccccc2[nH]c1=O	?	11%[46.1 µM]	10%	18%	0.9%	0%	-3%
CC(C)C[C@H](N)CSSC[C@@H](N)CC(C)C	?	-15%[46.1 µM]	0%	4%	?	7%	-1%
CCCc1cc2c(cc1NC(=O)c1ccc(Br)cc1)OCO2	9%	-10%[46.1 µM]	3%	0%	-1.2%	-16%[38.3 µM]	-1%
c1csc(-c2nn3c(C4COc5ccccc5O4)nnc3s2)c1 (centres undefined)	-4%	-19%[46.1 µM]	2%	0%	-4.6%	11%	5%
COc1ccc(/C=C2/C(=O)N(CC3CCCO3)C(=S)N2C)c(OC)c1 (centres undefined)	8%	14%[46.1 µM]	-7%	-4%	-0.7%	12%[38.3 µM]	1%
CCC(C)(C(=O)NC1CCCC1)N(C(=O)CC1NC(=O)NC1=O)c1c(C)n(C)n(-c2ccccc2)c1=O (centres undefined)	/	13%	-6%	5%	0.2%	-8%	-1%
O=C(NC1CCCC1)c1cccc(Oc2ccccc2)c1	-35%[46 µM]	-20%	-6%	11%	-0.4%	1%	-3%
COc1ccc(CC(=O)N(C)C2CCCCC2)cc1S(=O)(=O)N1CCOCC1	/	17%	-1%	-5%	-6.8%	1%	0%
COCCNC(=O)CN1CCOc2ccccc21	22%	-1%[46.1 µM]	-1%	-1%	0.8%	5%[38.3 µM]	3%
CCCCC(CC)CNC(=O)CCS(=O)(=O)c1cccc2nsnc12 (centres undefined)	-2%	-9%[46.1 µM]	-1%	7%	1.2%	20%[38.3 µM]	-7%
CCOC(=O)C1(Cc2cccc(OC)c2)CCN(CC(O)CO)CC1 (centres undefined)	/	17%	-2%	4%	-1.2%	/	/
CC(=O)OC1c2ccccc2C(=O)N1c1ccccc1C (centres undefined)	-9%	10%	-4%	3%	0.0%	4%	-2%
Cc1nnc(SCC(=O)Nc2ccc3c(c2)OCCO3)n1CC1CCCO1 (centres undefined)	6%	-2%[46.1 µM]	4%	3%	0.0%	19%[38.3 µM]	2%
COc1ccc(OC)c(NC(=O)c2ccc(NC(C)=O)cc2)c1	2%	-12%[46.1 µM]	-1%	11%	0.2%	/	0%
O=C(CC1C(=O)NCCN1C(=O)Nc1ccccc1)Nc1ccc2c(c1)OCO2 (centres undefined)	3%	-2%[46.1 µM]	-5%	-8%	-0.7%	8%[38.3 µM]	2%
O=C(COc1ccccc1Cl)N(Cc1ccco1)C1CCS(=O)(=O)C1 (centres undefined)	-1%	-2%[46.1 µM]	1%	6%	-4.4%	/	/
CCOC(=O)N1CCN(S(=O)(=O)c2ccc(OC)c3ccccc23)CC1	-21%	-19%[46.1 µM]	4%	4%	-2.1%	26%[38.3 µM]	3%
Cn1nc(C(F)(F)F)c(/C=N/OC(=O)c2ccccc2)c1Cl	4%	-4%[46.1 µM]	-2%	1%	7.6%	4%[38.3 µM]	-1%
Cc1ccc2c(N)[nH]nc2n1	/	9%	-10%	6%	-2.5%	-2%	-2%
O=C(COc1ccc(Cl)cc1Cl)OCC(=O)N1CCCc2ccccc21	-15%	16%	-6%	25%	-1.0%	-10%	1%
CC(C)c1cc(CNC(=O)CC2C(=O)NCCN2CC2CCCCC2)on1 (centres undefined)	?	-4%	-1%	2%	2.3%	4%	1%
CN(C)/C=C/C(=O)c1ccccc1	/	9%	-16%	11%	2.8%	/	/
O=C(NCCO)c1cccc2c1C(=O)c1ccccc1-2	-9%	-4%	-2%	-8%	1.1%	0%	1%

3 entries out of the list, ordered by number of heavy atoms, smallest number first.
SMILES	Lamin A splicing	NPSR antagonist	GLA spleen mod	CBFb-RUNX1 inh	Epigenetic reg	IMPase Li inh	Luc counter
COCCNC(=O)CN1CCOc2ccccc21	22%	-1%[46.1 µM]	-1%	-1%	0.8%	5%[38.3 µM]	3%
O=C(C(c1ccccc1)c1ccccc1)N1CC[C@@]2(O)CCCC[C@H]2C1	/	-7%	3%	2%	-7.7%	/	/
Cn1cccc1C(=S)N=P(C1CCCCC1)(N1CCOCC1)N1CCOCC1	2%	-6%[46.1 µM]	-3%	-7%	0.0%	-1%[38.3 µM]	1%

Entries of single compounds from above. Order of values: Lamin A splicing, NPSR antagonist, GLA spleen mod, CBFb-RUNX1 inh, Epigenetic reg, IMPase Li inh, Luc counter
Entry for c1csc(-c2nn3c(C4COc5ccccc5O4)nnc3s2)c1 (centres undefined) = -4%, -19%[46.1 µM], 2%, 0%, -4.6%, 11%, 5%
Entry for O=C(COc1ccccc1Cl)N(Cc1ccco1)C1CCS(=O)(=O)C1 (centres undefined) = -1%, -2%[46.1 µM], 1%, 6%, -4.4%, /, /

Further records follow:
SMILES	Lamin A splicing	NPSR antagonist	GLA spleen mod	CBFb-RUNX1 inh	Epigenetic reg	IMPase Li inh	Luc counter
CC(C)(O)C#Cc1ccc(C(=O)N2CCCC2C(=O)O)s1 (centres undefined)	-3%	-3%[46.1 µM]	-2%	8%	-2.1%	-1%[38.3 µM]	4%
FC(F)(F)c1ccccc1-c1cncnc1NCCc1cnc[nH]1	7%	/	-3%	/	1.3%	6%	1%
O=[N+]([O-])c1ccc2c(c1)[nH]c(=S)n2-c1ccccc1	/	-6%	8%	-13%	-0.9%	8%	0%
CCn1c(O)c(N=NC(=O)CNC(=O)c2ccco2)c2ccccc21	?	-25%	-3%	-3%	1.1%	2%	0%
Cc1nc2cnc(Oc3ccccc3)nc2n(Cc2cccs2)c1=O	8%	/	1%	/	/	12%	/
O=S(=O)(Nc1nnc(-c2ccccc2)s1)c1ccc(Cl)cc1	?	-8%[46.1 µM]	-14%	-4%	-0.7%	-9%[38.3 µM]	-3%
O=c1cc(N2CCOCC2)c2ccccc2o1	10%	-6%[46.1 µM]	-1%	-3%	-0.7%	15%[38.3 µM]	-3%
C=CCn1c(SCc2nc3ccccc3c(=O)[nH]2)nnc1-c1cc2cc(Cl)ccc2o1	5%	22%[46.1 µM]	8%	9%	0.4%	?	-1%
O=C(NCCNC(=O)C(c1ccccc1)c1ccccc1)c1ccco1	-7%	-2%[46.1 µM]	-2%	-3%	-1.0%	24%[38.3 µM]	-3%
Cc1ccc(S(=O)(=O)N2CCN(c3cc4c(cc3[N+](=O)[O-])n(C)c(=O)n4C)CC2)cc1	-13%	-20%[46.1 µM]	-5%	3%	0.0%	46%[activator][38.3 µM]	-5%
Cn1c(CCN2CCOCC2)nc2cc(NS(=O)(=O)c3ccccc3)ccc21	/	15%	5%	-1%	-1.0%	/	/
O=C1c2ccccc2C(=O)N1CCc1c[nH]c2ccccc12	-3%[46 µM]	22%	-1%	-7%	-5.8%	10%	-4%
COc1ccc(-c2cc(C(F)(F)F)nc(-n3cc(Cl)cn3)n2)cc1	-1%	-29%[46.1 µM]	-8%	7%	-0.8%	18%[38.3 µM]	-3%
Cc1cccc(C)c1NC(=O)C1(N2C(=O)CC2c2ccccc2)CCCCC1 (centres undefined)	1%	-7%	9%	2%	1.0%	4%	0%
Cc1cccc(NS(=O)(=O)c2cc(C(=O)N3CCN(C)CC3)ccc2C)c1	18%	-5%[46.1 µM]	7%	2%	-0.8%	24%[38.3 µM]	-2%
CCOC(=O)C1C(c2ccc(C)o2)NC(=O)NC1(O)C(F)(F)F (centres undefined)	-5%	-9%[46.1 µM]	4%	0%	-0.3%	-4%[38.3 µM]	-2%
Cc1nc(-c2nc(C(=O)NNS(C)(=O)=O)cs2)cs1	/	-4%	-10%	3%	-1.3%	/	/
